Tb PFK block – T. brucei PFK enzyme inhibition. O15648. T. brucei PFK, ADP-Glo luminescence. Potency, µM (series often up to 57.5 µM), without a hit: at the top dose activity, negative = inhibition, hits mostly inhibitors. actives 0.17% (n = 330,000);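 further: potency means the concentration at half of the fitted maximal effect; 0% = uninhibited 1x PFK enzyme wells and -100% = no-enzyme wells; nearly all actives have a fitted effect of over 60% in size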
Target sequence (O15648 whole entry, looked up): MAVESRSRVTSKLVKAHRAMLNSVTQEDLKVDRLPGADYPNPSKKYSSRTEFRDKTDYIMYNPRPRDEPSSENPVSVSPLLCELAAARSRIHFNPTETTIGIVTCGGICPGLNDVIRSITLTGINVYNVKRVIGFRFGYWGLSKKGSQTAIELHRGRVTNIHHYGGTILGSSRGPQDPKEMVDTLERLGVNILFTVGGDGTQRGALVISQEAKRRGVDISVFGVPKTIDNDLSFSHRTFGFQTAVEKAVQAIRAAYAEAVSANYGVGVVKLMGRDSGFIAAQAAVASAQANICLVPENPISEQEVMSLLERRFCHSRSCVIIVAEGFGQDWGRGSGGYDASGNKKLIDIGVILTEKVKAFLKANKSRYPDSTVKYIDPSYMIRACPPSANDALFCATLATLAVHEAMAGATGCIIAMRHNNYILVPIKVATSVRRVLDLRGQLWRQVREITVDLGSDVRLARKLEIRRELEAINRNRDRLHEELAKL
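Luminescent ADP detection (ADP-Glo, two-step: ATP depletion then ADP-to-ATP conversion for luciferase) reported PFK activity after 45 min room-temperature reaction of 1.25 nM enzyme with 0.5 mM F6P and 0.1 mM ATP at pH 8.0.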
TCR act – T cell receptor activation; 330,000 tested, under 10 active; Potency, µM (series often up to 9.22 µM), for the others: top-dose activation of IL-2 secretion, usual class: activators; primary human leukocytes, anti-CD3, IL-2 HTRF, 48 h; further: % of control where 0% means no effect
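Using a-CD3 beads without co-stimulation, primary human leukocytes were exposed to compounds for 48 hr. An HTRF IL-2 kit measured the cytokine, with europium-to-d2 energy transfer producing emission at 665nm upon 320nm excitation.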
TSHR antag – human thyrotropin receptor antagonism | TSHR-expressing cells, TSH-stimulated cAMP HTRF, 2 h; hits give low values | activity change, negative = inhibition, % at 11.5 µM | actives 0.2% (n = 330,000);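 active means activity change below a set negative limit, meaning inhibition stronger than a set level, cut at about -70% in these data; inconclusive means activity change between two set negative limits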; further: on the % scale 0 is the no-effect control and ±100 the full control effect
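Competitive HTRF cAMP read-out (cryptate anti-cAMP antibody, cAMP-d2; 30 min, room temperature) in freshly harvested TSHR cells. Compounds added before TSH at EC80 (4nM final), followed by 2 hours' incubation at 37 deg C.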
A-T KAP1 phos – potential ataxia-telangiectasia treatment. […] A-T fibroblasts, KAP-1 phosphorylation AlphaLISA; neocarzinostatin DNA damage 30 min before lysis. Potency, µM (doses to about 57.5 µM), inactives show at the top dose activation, hits mostly activators. actives 0.19% (n = 320,000). AID 485349; further: potency means the concentration at half of the fitted maximal effect; % of control where 0% means no effect; nearly all actives have a fitted effect of over 45% in size
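ATM-like activity read as KAP-1 phosphorylation via AlphaLISA donor/acceptor antibody pairs after lysis and 6 hr at 25C. Cells were ATM-null patient fibroblasts ([…], hTERT), dosed 60 min, then exposed to the DSB inducer NCS for 30 min.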
Chronic BCR inh – blocks chronic active B-cell receptor signaling; Potency, µM (highest dose often 46.1 µM), without a hit: at the highest dose ratio change, negative = lower green/red ratio, actives largely listed as inhibitors; ABC-DLBCL IkBa-CBG/CBR reporter, luminescence ratio, 4 h; AID 493014; actives 0.05% (n = 340,000); active means well fitted inhibition curve with a large enough effect in the signal ratio, with a control signal flat, not every such curve was filed as active; inconclusive means small, poorly fitted or top-dose-only effect, or effect the other way, or a change in a side signal; the % refers to the signal ratio;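 further: potency means the concentration at half of the fitted maximal effect; plate controls were basal doxycycline-induced cells for no effect and cells given 10 µM MG132 for full effect; MG132 reads +100%, hits lower the ratio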
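Compounds up to 46 uM were incubated four hours with TMD8 cells whose green CBG68 luciferase is fused to IkappaBalpha; red CBR luminescence normalised the signal, and concentration-effect curves were fitted to fusion, red and ratio data.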
MLL CXXC-DNA inh – inhibitors of human MLL CXXC domain-DNA interaction; Potency, µM (series often up to 115 µM), for inactives: at the highest dose activity change, negative = inhibition, hits mostly inhibitors; actives 0.037% (n = 290,000); Q03164; MLL-CXXC / FITC-HOXA9 DNA fluorescence polarization; active means well fitted inhibition curve with a large enough effect in the polarisation, with a control signal flat, not every such curve was filed as active; inconclusive means small, poorly fitted or top-dose-only effect, or effect the other way, or a change in a side signal; inactive means no such curve, though single readings can be large or run the other way; the % refers to the polarisation; further: potency means the concentration at half of the fitted maximal effect
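Fluorescence polarization: 7 uM MLL-CXXC (stock) preincubated 5 min with compounds, then 50 nM fluorescein-HOX-A9 DNA (stock) added; 30 min ambient. Buffer 50 mM Tris-HCl pH 7.5, 50 mM NaCl, 1 mM DTT, 0.05% BSA.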
Coupling enz – inhibits coupling enzyme system, counter-screen for aldolase hits; actives 0.67% (n = 290,000); AID 2472; activity change, negative = inhibition, % at 58.2 µM, hits read low; coupling enzyme system counterscreen, AmpLite Red fluorescence; in the data active means activity change below about -30%; further: on the % scale 0 is the no-effect control and ±100 the full control effect
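Counterscreen lacking aldolase: glyceraldehyde-3-phosphate coupling-enzyme reagent preincubated 10 min at RT with compound (at 57.5 uM final), then substrate/coupling system with AmpLite Red added; fluorescence read at 525/598 nm after 20 min RT.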
KCNH2 WT inh – KCNH2 (human, wildtype) channel inhibition; Q12809; U2OS, BacMam KCNH2, thallium flux FluxOr; hits give low values; activity change, % at 1.84 µM; actives 0.37% (n = 340,000); AID 720551;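 active means maximum activity change below -70%; inconclusive means maximum activity change between -70% and -50%; inactive means maximum activity change above -50%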; further: on the % scale 0 is the no-effect control and ±100 the full control effect
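U2OS cells were transduced with wild-type KCNH2 virus (2.03 x 10^8 / mL) for 4 h at room temperature, then cultured overnight at 37 C. Thallium flux was read with FluxOr dye. Rate constants were normalized to DMSO controls.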
Giardia killer – kills Giardia lamblia; Giardia lamblia trophozoite viability; activity change, % at 7.66 µM, hits read low; actives 0.15% (n = 340,000); AID 540267; in the data active means activity change below about -80%; inconclusive means between about -30% and that limit;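 further: parasites exposed to compound for two days anaerobically before the ATP read; on the % scale 0 is the no-effect control and ±100 the full control effect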
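Trophozoite viability was measured as ATP-dependent luminescence, read 15-30 min after reagent addition. Before that, parasites at 100 cells/well were exposed to compounds for 48 h, anaerobically, at 37 deg C.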
GALK inh – galactokinase (human) inhibition | AID 1868 | Purified GALK, Kinase-Glo residual ATP luminescence | P51570 | Potency, µM (doses to about 57.5 µM), without a hit: at the highest dose activity change, negative = inhibition, most hits filed as inhibitors | actives 0.007% (n = 270,000); further: potency means the concentration at half of the fitted maximal effect; on the % scale 0 is the no-effect control and ±100 the full control effect
Target sequence (P51570 whole entry, looked up): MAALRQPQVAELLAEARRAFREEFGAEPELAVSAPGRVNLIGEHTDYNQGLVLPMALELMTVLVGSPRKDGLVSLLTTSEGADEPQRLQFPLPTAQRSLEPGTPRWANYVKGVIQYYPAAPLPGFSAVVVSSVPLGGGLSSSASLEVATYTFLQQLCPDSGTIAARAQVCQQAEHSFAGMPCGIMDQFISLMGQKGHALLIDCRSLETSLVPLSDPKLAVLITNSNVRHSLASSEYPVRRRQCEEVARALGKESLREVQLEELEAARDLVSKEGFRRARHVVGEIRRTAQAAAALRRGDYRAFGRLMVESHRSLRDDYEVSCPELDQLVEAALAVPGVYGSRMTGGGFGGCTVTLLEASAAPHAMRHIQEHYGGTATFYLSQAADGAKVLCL
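Galactose (100 uM) and ATP (35 uM) were turned over by 5 nM GALK for 1 h at RT. Kinase-Glo Plus then converted the remaining ATP into a luminescent signal.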
* hit, by the source's call; ? = inconclusive; nt = not tested or not shown; [ ] = another dose, or the depositor's remark. Unless noted, the call rests on the fitted dose curve; in most records, active means well fitted curve in the direction sought with a large enough effect; inconclusive means small, poorly fitted or top-dose-only effect, or another doubt; inactive means no such curve, though single readings can be large; an effect the other way counts as inactive or inconclusive.

SMILES | Tb PFK block | TCR act | TSHR antag | A-T KAP1 phos | Chronic BCR inh | MLL CXXC-DNA inh | Coupling enz | KCNH2 WT inh | Giardia killer | GALK inh
CCN1CCN(Cc2ccc(NC(=O)c3cc(NC(=O)c4cnn(-c5ccccc5)c4N)cc(OC)c3)cc2C(F)(F)F)CC1 | -6.1% | 1.1% | -6.6 | 40.9% | ? | 31.2%[activator] | 1.3 | -2.7 | -0.3 | -2.5%
COc1cc(C=Nc2ccccc2C(=O)Nc2ccccc2)cc(OC)c1OC | -1.7% | 3.7%[46.1 µM] | 3.9 | 0.9% | -4.4% | -2.0% | -0.7 | 4.5 | -8.2 | nt
O=C(CNC(=O)c1ccc(Cl)cc1Cl)OCc1ccccc1 | -0.7% | -1.9% | -1.9 | -0.5% | 4.8% | nt | nt | -7.5 | 26.0 | nt
O=C(Nc1nccs1)C1CC2CCC1C2 (stereo not given) | -1.7% | 0.1% | 25.1 | -2.7% | 10.7% | -9.8% | -1.7 | -11.6 | 0.1 | nt
CCOC(=O)CSC1=NC(=O)/C(=C/c2ccc(Br)cc2)S1 | -1.8% | -40.5% | ? | -2.4% | ? | 2.1% | 10.3 | -0.3 | -9.6 | 0.7%
CC(=O)c1ccc(NCC(=O)N2CCN(c3ccccc3)CC2)cc1 | 8.2% | -2.9% | 1.1 | nt | 2.1% | 13.3% | -1.1 | -3.2 | -4.3 | -0.1%
CCN1C2=C(C(=O)CCC2)C(c2ccc(O)cc2)C2=C1CCCC2=O | -8.8% | -2.4% | 16.4 | 1.3% | 4.7% | 4.9% | 0.7 | -3.8 | -2.1 | 1.5%
COc1c(F)c(F)c(C(=O)Nc2ccc(NC(=O)Cc3ccccc3)cc2)c(F)c1F | -0.8% | 1.4% | 1.8 | 5.6% | -1.0% | 10.7% | -1.9 | 1.6 | 5.1 | -0.8%
Cc1cccc(NC(=O)c2ccco2)c1C(=O)O | -0.9% | -3.9% | -2.6 | -2.0% | -6.5% | -1.5% | 4.0 | -0.8 | -2.3 | 2.2%
CCCCc1nc2c(C)c(N)cnc2n1Cc1cccc([N+](=O)[O-])c1 | 4.3% | 4.1% | -6.9 | 1.4% | -13.4% | 0.9% | -1.1 | -4.9 | -8.5 | 11.4%
O=C(NCCOC(=O)c1ccc(F)cc1)c1ccc(F)cc1 | 2.5% | -3.8% | -11.4 | 6.1% | 1.3% | 29.0% | -0.2 | -2.1 | 3.0 | 0.0%
Cc1ccc(N2C(=O)N(CC(=O)Nc3ccc(C)cc3Cl)C(=O)C2C)cc1 (stereo not given) | 0.4% | -24.3% | -0.2 | -1.3% | -3.8% | nt | nt | -15.6 | 4.7 | nt
CC(/C=N/NC(=O)CN1CCN(Cc2ccc(Cl)cc2)CC1)=C\c1ccco1 | -7.0% | 1.3%[46.1 µM] | 1.0 | -5.5% | -1.4% | -1.8% | -1.4 | -28.6 | -9.6 | 0.4%
O=C(CSc1nc2cc(S(=O)(=O)N3CCOCC3)ccc2o1)Nc1c(F)cccc1F | -7.5% | 0.7% | 4.0 | 4.7% | 0.1% | -9.8% | 4.6 | 7.2 | -6.1 | 7.5%
Cc1cc(/C=C(\C#N)C(=O)NCc2ccco2)c(C)n1-c1cccnc1 | 0.8% | 0.3% | -4.6 | -5.1% | ? | 4.8% | 1.1 | 2.4 | 11.7 | -1.6%
Cc1cc(C(C)(C)C)cc(C)c1COC(=O)C1CCC(=O)N1 (stereo not given) | 0.0% | 0.2% | -11.4 | 7.7% | -1.0% | -6.8% | 1.4 | -2.5 | -12.3 | 0.5%
N#Cc1cc2c([nH]c1=O)CCCC2 | -9.2% | 6.5% | 13.9 | 4.5% | 14.2% | 2.4% | 2.4 | -5.1 | -5.2 | -1.9%
COc1ccc(O)c(CNn2c(-c3ccc(Br)cc3)nc3ccccc3c2=O)c1 | 15.3% | -2.6% | 16.2 | 6.9% | ? | -3.2% | -8.3 | 4.2 | 22.1 | -1.5%
Cc1ccc(OCC(=O)NNC(=O)c2ccc(NC(=O)C3CC3)cc2)c(C)c1 | 2.5% | -0.3% | 0.4 | 2.2% | ? | -0.8% | -0.4 | 0.8 | -2.6 | -0.5%
CCN1CCN(C(=O)C2CCN(C(=O)Nc3ccccc3)CC2)CC1 | -4.2% | 5.5% | 14.5 | 0.0% | -9.9% | nt | nt | -1.6 | 27.2 | nt
CCOc1ccc(NS(=O)(=O)c2cnc(Cl)c(Cl)c2)cc1 | 4.8% | 2.2%[46.1 µM] | -4.3 | -11.3% | ? | -1.3% | 1.6 | 34.8 | 24.4 | 0.4%
Cc1ccsc1C(=O)OCC(=O)Nc1sccc1C(N)=O | 2.5% | 3.6% | 1.2 | 6.9% | ? | -6.4% | -0.3 | 0.6 | -3.3 | 1.0%
CCN(C(=O)COC(=O)c1[nH]c(C)c(C(C)=O)c1C)c1c(N)n(Cc2ccccc2)c(=O)[nH]c1=O | -4.9% | 0.2% | -0.6 | 9.4% | -4.9% | nt | nt | 0.7 | -16.2 | nt
COc1ccc(Br)cc1/C=N/n1c(C)nc2ccccc2c1=O | 0.0% | 0.8% | -11.6 | -1.9% | -1.8% | 37.4%[activator] | 0.7 | -4.1 | 7.8 | 0.8%
Cn1c(-c2ccccc2)cnc1NCc1cc(Cl)ccc1O | -0.5% | 1.3% | 0.9 | -5.6% | 8.5% | 10.0% | -2.5 | 2.7 | 0.1 | -0.1%
CCn1cc(C(=O)NCCCOC)c(=O)c2cc(S(=O)(=O)N(C)C3CCCCC3)ccc21 | -4.7% | -4.5%[46.1 µM] | -2.3 | 6.1% | -0.6% | 16.4% | -1.5 | 0.5 | 17.6 | -0.3%
C#CCNC(=O)C1=C[C@H](c2csc3ccccc23)C[C@H](OCc2ccc(CO)cc2)O1 | 1.5% | -1.2% | 5.4 | 3.5% | -5.3% | -2.6% | 2.0 | nt | 11.5 | 0.6%
O=C(Nc1c(Cl)cc(Cl)cc1C(=O)NCC1CCCO1)c1ccco1 (stereo not given) | -4.1% | -44.8% | 3.7 | -7.8% | 0.0% | -7.1% | 1.3 | -14.3 | -2.5 | nt
CNC(=S)NNC(=O)Cc1ccccc1 | -8.4% | 5.1% | 2.7 | 3.0% | -1.4% | -4.1% | 0.7 | -10.9 | 11.4 | -1.8%
CCCOC(=O)Cn1cnc2scc(-c3ccc(OC)cc3)c2c1=O | 0.5% | 1.5% | 9.5 | 12.4% | -1.0% | -12.4% | 0.2 | -0.9 | 15.4 | -6.5%
CN1C(=O)CC(N2CCN(CC(N)=O)CC2)C1=O (stereo not given) | -1.3% | -0.7% | 3.3 | 2.2% | -17.8% | -8.1% | 3.2 | -0.4 | -6.2 | 0.2%
Cc1ccc2nc(NC(=O)COC(=O)c3ccccn3)sc2c1 | 1.5% | -1.7% | 7.0 | -2.2% | ? | 7.6% | -6.4 | 2.4 | 13.5 | 5.0%
CN(C)S(=O)(=O)n1cc(/C=C(\NC(=O)c2ccccc2F)C(=O)N2CCOCC2)c2ccccc21 | -5.6% | -1.3% | -4.0 | 2.3% | 2.4% | 4.6% | 0.2 | 10.9 | 0.0 | 1.0%
CC(C)Cc1nc2sc3c(NCc4ccco4)ncnc3c2c2c1COC(C)(C)C2 | 4.4% | 0.2% | -12.3 | 2.1% | ? | 5.0% | -1.3 | -9.3 | -9.9 | 1.5%
Cc1cccc(Nc2nnc(-c3ccc(C(=O)N4C[C@H]5C[C@H](C4)c4cccc(=O)n4C5)cc3)c3ccccc23)c1 | -12.7% | 1.3% | 14.8 | 1.3% | -10.7% | 3.8% | -0.7 | -11.8 | 21.5 | -1.1%
O=C(Nc1ccc(Cl)cc1Cl)c1ccc(Br)o1 | 0.5% | -1.6% | -18.0 | 2.6% | 3.0% | 11.9% | 0.3 | -23.3 | 26.9 | 0.2%
Cc1ccc(NC(=O)C(C)OC(=O)Cn2cnc3ccccc3c2=O)cc1 (stereo not given) | -1.4% | 1.2% | -7.2 | 5.6% | -4.4% | nt | nt | 3.0 | -19.3 | nt
CSc1nnc(-c2cccc(C)c2)n1N | 2.8% | 0.6% | 21.2 | -5.3% | ? | 15.9% | -0.3 | 5.2 | 23.6 | -0.2%
CN(C)c1ccc(C(=O)OCC(=O)NCCNC(=O)COC(=O)c2ccc(N(C)C)cc2)cc1 | -1.4% | 3.7% | -12.2 | 9.4% | ? | -3.9% | nt | -3.9 | -15.7 | -2.2%
CCn1c(C(Cc2ccccc2)NC(=O)COC)nc2ccccc21 (stereo not given) | -4.1% | -7.6% | -6.0 | 3.3% | 7.5% | -3.7% | -1.3 | 0.8 | ? | -2.8%
CCn1c(=O)n(CC)c2cc(N3CCCC3)c(NC(=O)c3ccccc3C)cc21 | -1.5% | -2.2% | -21.7 | -0.8% | -5.2% | 3.8% | 1.5 | -4.3 | -9.1 | 1.4%
Cn1c(=O)c(NC(=O)c2ccccc2)c2n(c1=S)CCCCC2 | -7.1% | nt | 8.5 | 5.2% | 5.0% | -4.9% | 5.0 | 3.7 | 11.9 | 1.4%
CCOc1ccccc1NC(=O)COC(=O)C(Cc1ccccc1)NC(=O)c1ccco1 (stereo not given) | 1.1% | 6.5% | 0.3 | -8.3% | -2.8% | nt | nt | -0.7 | -12.7 | nt
